# Screening data: PubChem BioAssay, Broad Institute
# NSD2 block: inhibitors of human NSD2, primary screen, biochemical, plate reader, single point | Histone-lysine N-methyltransferase NSD2 (Homo sapiens), O96028 | NSD2-SET H3K36me1 DELFIA fluorescence | actives 0.07% (n = 44,000) | inhibition, % at 12.5 µM; in the data active = inhibition above about 54%, passing the limit was not always enough; inconclusive = no clear call, values can overlap the other calls;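 note: inhibitors reduce the monomethyl H3K36 fluorescence signal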
# Target sequence (O96028 whole entry, looked up): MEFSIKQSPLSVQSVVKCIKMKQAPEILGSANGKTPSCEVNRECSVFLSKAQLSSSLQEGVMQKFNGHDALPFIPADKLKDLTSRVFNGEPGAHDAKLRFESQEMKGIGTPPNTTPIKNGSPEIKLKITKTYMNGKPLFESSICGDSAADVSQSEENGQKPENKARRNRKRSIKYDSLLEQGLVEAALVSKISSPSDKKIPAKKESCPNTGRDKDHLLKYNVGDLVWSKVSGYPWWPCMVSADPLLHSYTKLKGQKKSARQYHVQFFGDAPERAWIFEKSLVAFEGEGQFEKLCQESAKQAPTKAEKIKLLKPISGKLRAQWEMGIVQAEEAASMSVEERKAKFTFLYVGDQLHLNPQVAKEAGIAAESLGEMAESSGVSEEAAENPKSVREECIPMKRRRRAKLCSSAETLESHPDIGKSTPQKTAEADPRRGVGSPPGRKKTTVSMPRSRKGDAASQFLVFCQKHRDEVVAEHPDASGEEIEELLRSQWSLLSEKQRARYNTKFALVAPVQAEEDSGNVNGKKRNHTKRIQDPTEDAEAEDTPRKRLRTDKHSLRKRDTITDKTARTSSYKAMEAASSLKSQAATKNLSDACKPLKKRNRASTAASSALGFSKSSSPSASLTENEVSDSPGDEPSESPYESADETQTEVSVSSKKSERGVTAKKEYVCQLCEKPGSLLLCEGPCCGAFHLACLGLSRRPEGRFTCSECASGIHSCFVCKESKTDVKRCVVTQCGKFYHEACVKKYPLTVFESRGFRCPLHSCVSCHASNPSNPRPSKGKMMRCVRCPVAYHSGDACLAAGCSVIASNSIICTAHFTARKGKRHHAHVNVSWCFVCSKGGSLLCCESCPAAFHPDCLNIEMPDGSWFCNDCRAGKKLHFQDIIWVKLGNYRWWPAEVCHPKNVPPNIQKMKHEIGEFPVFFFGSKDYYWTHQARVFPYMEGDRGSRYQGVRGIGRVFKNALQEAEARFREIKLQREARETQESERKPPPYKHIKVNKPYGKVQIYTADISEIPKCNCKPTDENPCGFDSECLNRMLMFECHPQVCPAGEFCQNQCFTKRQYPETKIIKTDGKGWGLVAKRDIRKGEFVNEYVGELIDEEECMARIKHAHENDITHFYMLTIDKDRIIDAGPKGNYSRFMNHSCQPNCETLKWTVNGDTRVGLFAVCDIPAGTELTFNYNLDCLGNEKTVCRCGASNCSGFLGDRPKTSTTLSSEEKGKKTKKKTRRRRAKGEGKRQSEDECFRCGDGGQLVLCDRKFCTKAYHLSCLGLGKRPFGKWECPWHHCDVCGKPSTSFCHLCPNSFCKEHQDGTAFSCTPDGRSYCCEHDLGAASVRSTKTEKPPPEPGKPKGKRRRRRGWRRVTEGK
# Starred values were filed as active, the others as inactive; ? = inconclusive. Not all compounds are listed. The share of hits here may be higher or lower than overall.
NSD2 block	SMILES
-3	C[C@@H]1CN([C@H](C)CO)C(=O)c2cc(C#Cc3ccccc3F)cnc2O[C@H]1CN(C)C
0	C[C@@H]1CN([C@@H](C)CO)S(=O)(=O)c2ccc(C#CCN(C)C)cc2O[C@H]1CN(C)C(=O)CC1CC1
-5	Cc1noc(C)c1S(=O)(=O)Nc1ccc2c(c1)CC(=O)N([C@@H](C)CO)C[C@H](C)[C@H](CN(C)Cc1ccc(Cl)c(Cl)c1)O2
-3	C[C@@H]1CCCCO[C@H](CN(C)Cc2ccccc2)[C@@H](C)CN([C@@H](C)CO)C(=O)c2cc(NS(C)(=O)=O)ccc2O1
16	C[C@@H]1CCCCO[C@H](CN(C)C(=O)CCCN(C)C)[C@H](C)CN([C@@H](C)CO)C(=O)c2cc(N(C)C)ccc2O1
1	CNC[C@@H]1OCCCC[C@@H](C)Oc2ccc(NS(=O)(=O)c3c(C)noc3C)cc2C(=O)N([C@H](C)CO)C[C@@H]1C
-3	C[C@H](CO)N1C[C@H](C)[C@H](CN(C)S(=O)(=O)c2ccsc2)OCc2ccccc2-c2c(n(C)c3ccccc23)C1=O
-6	Cc1ccccc1-c1cnc2c(c1)C(=O)N([C@@H](C)CO)C[C@H](C)[C@@H](CN(C)C(=O)CC1CC1)O2
-7	C[C@H](CO)N1C[C@H](C)[C@@H](CN(C)Cc2ccc(Oc3ccccc3)cc2)Oc2c(NC(=O)Nc3ccccc3)cccc2C1=O
-3	C[C@H]1CN([C@@H](C)CO)C(=O)c2cccc(NS(=O)(=O)c3ccc(Cl)cc3)c2O[C@H]1CN(C)C(=O)Nc1ccc2c(c1)OCO2
3	CS(=O)(=O)Nc1ccc2oc3ncccc3c(=O)c2c1
1	CCCCOC(=O)c1cc2c(cn1)[nH]c1ccccc12
2	COc1cccc(CNC(=O)C[C@H]2CC[C@@H](NC(=O)C3CCC3)[C@@H](CO)O2)c1
6	C[C@H]1CN([C@@H](C)CO)S(=O)(=O)c2ccc(-c3cccnc3)cc2O[C@@H]1CN(C)C(=O)CC1CC1
0	O=C(N/N=C/c1ccccc1OCCO)c1ccccc1O
-6	C[C@@H]1CN([C@@H](C)CO)C(=O)Cc2cc(NC(=O)Nc3cccc4ccccc34)ccc2O[C@@H]1CN(C)C(=O)Nc1ccc2c(c1)OCO2
2	C[C@H](CO)N1C[C@H](C)[C@@H](CN(C)S(=O)(=O)c2cn(C)cn2)Oc2c(NS(=O)(=O)c3ccc(F)cc3)cccc2C1=O
-4	C[C@H]1CN([C@@H](C)CO)S(=O)(=O)c2ccc(-c3cccc(C#N)c3)cc2O[C@@H]1CN(C)C(=O)Nc1ccccc1F
-5	C[C@H](CO)N1C[C@H](C)[C@@H](CN(C)S(=O)(=O)c2ccc(F)cc2)Oc2ccc(N(C)C)cc2C1=O
1	C/C=C/c1cnc2c(c1)C(=O)N([C@@H](C)CO)C[C@@H](C)[C@@H](CN(C)C(=O)c1cccnc1)O2
-3	O=C1c2ccccc2C(=O)N1CC1CCN(Cc2ccc(OCCO)cc2)CC1
3	C[C@H]1CN([C@@H](C)CO)C(=O)Cc2cc(N(C)C)ccc2O[C@@H]1CN(C)Cc1ccncc1
-1	COc1ccc(S(=O)(=O)N(C)C[C@@H]2Oc3c(NC(=O)c4cc(C)nn4C)cccc3C(=O)N([C@H](C)CO)C[C@H]2C)cc1
3	C[C@H]1CN([C@@H](C)CO)S(=O)(=O)c2ccc(C#Cc3cccc(F)c3)cc2O[C@H]1CN(C)S(=O)(=O)c1ccccc1F
4	C[C@H]1CN([C@@H](C)CO)C(=O)c2cc(NS(=O)(=O)c3cccs3)ccc2O[C@H]1CN(C)Cc1ccccc1
3	COc1cc2oc(-c3ccc(O)cc3)cc(=O)c2c(O)c1OC
-94	C[C@H]1CN([C@@H](C)CO)C(=O)c2cc(/C=C/c3ccccc3)cnc2O[C@H]1CN(C)C(=O)CN(C)C
0	O=C(CSc1nc2c(c(=O)n1-c1ccc(Cl)cc1)SCC2)Nc1nccs1
0	C[C@H]1CN([C@@H](C)CO)C(=O)Cc2cc(NC(=O)Cn3cnnn3)ccc2O[C@H]1CN(C)Cc1ccc(Oc2ccccc2)cc1
1	C[C@H](CO)N1C[C@H](C)[C@@H](CN(C)S(=O)(=O)c2cn(C)cn2)OCCCC[C@H](C)Oc2ccc(N(C)C)cc2C1=O

# Part of the list above, with each value named:
Molecule: COc1cccc(CNC(=O)C[C@H]2CC[C@@H](NC(=O)C3CCC3)[C@@H](CO)O2)c1
  NSD2 block = 2
Molecule: C[C@H]1CN([C@@H](C)CO)S(=O)(=O)c2ccc(-c3cccc(C#N)c3)cc2O[C@@H]1CN(C)C(=O)Nc1ccccc1F
  NSD2 block = -4

# (continued)
NSD2 block	SMILES
-4	COc1ccc(S(=O)(=O)N(C)C[C@@H]2Oc3ccc(NC(=O)NC(C)C)cc3CC(=O)N([C@@H](C)CO)C[C@@H]2C)cc1
7	O=C(CC(=O)c1ccccc1O)c1ccccc1
6	C[C@H]1CN([C@@H](C)CO)C(=O)c2cc(-c3ccc(F)cc3)cnc2O[C@@H]1CN(C)C(=O)NC1CCCC1
1	O=C(CCCCC(=O)N/N=C/c1ccccc1Br)NO
-379	C[C@H](CO)N1C[C@H](C)[C@@H](CN(C)S(=O)(=O)c2cn(C)cn2)Oc2c(NS(=O)(=O)c3ccc(Cl)cc3)cccc2C1=O
-9	CCC(=O)N(C)C[C@@H]1Oc2cc(-c3ccccc3C)ccc2S(=O)(=O)N([C@H](C)CO)C[C@H]1C
25	Cc1ccc(S(=O)(=O)Nc2ccc3c(c2)C(=O)N([C@H](C)CO)C[C@H](C)[C@@H](CN(C)Cc2ccc(Cl)c(Cl)c2)OCCCC[C@@H](C)O3)cc1
2	Cc1ccc(S(=O)(=O)Nc2cccc3c2O[C@H](CN(C)C(=O)NC2CCCCC2)[C@@H](C)CN([C@H](C)CO)C3=O)cc1
4	C[C@H]1CN([C@@H](C)CO)C(=O)c2cc(NS(=O)(=O)c3cccs3)ccc2O[C@@H]1CN(C)C(=O)Nc1ccccc1
-2	C[C@@H]1CN([C@H](C)CO)C(=O)Cc2cc(NC(=O)CCC(F)(F)F)ccc2O[C@H]1CN(C)C
4	COc1ccc(Br)cc1C1CC(=O)C(C)C(c2cc(Br)ccc2OC)N1 (stereo not drawn)
-2	CC(C)NC(=O)N(C)C[C@H]1Oc2cc(C#CC(C)(C)O)ccc2S(=O)(=O)N([C@@H](C)CO)C[C@H]1C
-3	C=C1SC(Nc2c(CC)cccc2CC)=NC1(C)C
0	C[C@@H]1CN([C@H](C)CO)C(=O)c2cc(N(C)C)ccc2O[C@H]1CN(C)C(=O)Nc1ccc(F)cc1
1	O=C(C[C@@H]1C[C@@H]2c3cc(NC(=O)c4ccc5c(c4)OCO5)ccc3O[C@@H]2[C@@H](CO)O1)NCc1cc(F)ccc1F
-12	COc1ccc(NC(=O)N(C)C[C@H]2Oc3cc(C#CCC(C)C)ccc3S(=O)(=O)N([C@@H](C)CO)C[C@H]2C)cc1
-5	C[C@@H]1CN([C@H](C)CO)C(=O)c2cccc(NC(=O)Nc3ccccc3)c2O[C@H]1CN(C)Cc1ccc2c(c1)OCO2
-2	CC(C)NC(=O)Nc1ccc2c(c1)C(=O)N([C@@H](C)CO)C[C@@H](C)[C@@H](CN(C)Cc1ccc(C(F)(F)F)cc1)O2
-9	C[C@@H]1CN([C@H](C)CO)C(=O)c2cccc(NC(=O)c3cnccn3)c2O[C@H]1CN(C)C(=O)Nc1ccccc1
3	Cc1noc(C)c1S(=O)(=O)N(C)C[C@@H]1Oc2ccc(NS(=O)(=O)c3cn(C)cn3)cc2CC(=O)N([C@H](C)CO)C[C@@H]1C
5	O=C(Nc1ccc2c(c1)[C@H]1C[C@@H](CC(=O)N3CCOCC3)O[C@H](CO)[C@H]1O2)C1CCOCC1
-25	C=CCc1ccc(O)c(-c2ccc(O)c(CC=C)c2)c1
-3	C[C@@H]1CN([C@H](C)CO)C(=O)Cc2cc(NC(=O)C3CC3)ccc2O[C@H]1CN(C)S(=O)(=O)c1cccs1
-21	Cc1ccc(S(=O)(=O)N(C)C[C@H]2Oc3ccc(NC(=O)Cc4ccccc4)cc3C(=O)N([C@@H](C)CO)C[C@@H]2C)cc1
0	C[C@H](CO)N1C[C@H](C)[C@H](CN(C)Cc2ccc(Cl)c(Cl)c2)Oc2ccc(NS(=O)(=O)c3ccc(Cl)cc3)cc2C1=O
-3	C[C@@H]1CN([C@@H](C)CO)C(=O)c2cc(Br)cnc2O[C@H]1CN(C)C(=O)C1CCCCC1
-2	C[C@H](CO)N1C[C@H](C)[C@@H](CN(C)Cc2ccc(C(=O)O)cc2)Oc2ccc(NC(=O)Nc3ccc4c(c3)OCO4)cc2C1=O
1	O=C(O)CCCCCCC(=O)NN=C1CCCC1
5	O=C(C[C@H]1C[C@H]2c3cc(NC(=O)C4CCC4)ccc3O[C@H]2[C@H](CO)O1)NCc1ccc(Cl)cc1
-3	O=C(N/N=C/c1ccc(N2CCCC2)cc1)c1ccccn1

# 7 structures out of the list, sorted by heavy-atom count, smallest number first:
NSD2 block	SMILES
-3	C=C1SC(Nc2c(CC)cccc2CC)=NC1(C)C
-3	O=C(N/N=C/c1ccc(N2CCCC2)cc1)c1ccccn1
-3	C[C@@H]1CN([C@@H](C)CO)C(=O)c2cc(Br)cnc2O[C@H]1CN(C)C(=O)C1CCCCC1
-9	CCC(=O)N(C)C[C@@H]1Oc2cc(-c3ccccc3C)ccc2S(=O)(=O)N([C@H](C)CO)C[C@H]1C
-2	CC(C)NC(=O)N(C)C[C@H]1Oc2cc(C#CC(C)(C)O)ccc2S(=O)(=O)N([C@@H](C)CO)C[C@H]1C
-12	COc1ccc(NC(=O)N(C)C[C@H]2Oc3cc(C#CCC(C)C)ccc3S(=O)(=O)N([C@@H](C)CO)C[C@H]2C)cc1
0	C[C@H](CO)N1C[C@H](C)[C@H](CN(C)Cc2ccc(Cl)c(Cl)c2)Oc2ccc(NS(=O)(=O)c3ccc(Cl)cc3)cc2C1=O

# Next section:
NSD2 block	SMILES
-3	COc1ccc(NC(=O)Nc2ccc3c(c2)C(=O)N([C@@H](C)CO)C[C@@H](C)[C@H](CN(C)C(=O)Nc2ccc(OC)cc2)OCCCC[C@@H](C)O3)cc1
-9	COc1ccc(NC(=O)Nc2ccc3c(c2)CC(=O)N([C@H](C)CO)C[C@H](C)[C@H](CN(C)Cc2ccc(Oc4ccccc4)cc2)O3)cc1
1	C[C@H]1CN([C@@H](C)CO)C(=O)Cc2cc(NS(=O)(=O)c3cn(C)cn3)ccc2O[C@H]1CN(C)Cc1ccc(-c2ccccc2)cc1
7	CC(C)NC(=O)N(C)C[C@@H]1Oc2ccc(NC(=O)NC3CCCCC3)cc2CC(=O)N([C@H](C)CO)C[C@@H]1C
5	CNC[C@@H]1OCCCC[C@H](C)Oc2ccc(NC(=O)Nc3ccc4c(c3)OCO4)cc2C(=O)N([C@@H](C)CO)C[C@H]1C
-1	C[C@H]1CN([C@@H](C)CO)S(=O)(=O)c2ccc(-c3cccnc3)cc2O[C@H]1CN(C)C(=O)CN(C)C
9	CO[C@H](CN(C)C(=O)c1ccc2c(c1)OCO2)[C@@H](C)CN([C@H](C)CO)S(=O)(=O)c1ccc(C)cc1
-3	C[C@@H]1CCCCO[C@@H](CN(C)Cc2ccc3c(c2)OCO3)[C@@H](C)CN([C@@H](C)CO)C(=O)c2cc(NC(=O)Cc3ccccc3)ccc2O1
0	Cc1ccc(C(=O)CC(C(=O)c2ccc(C(F)(F)F)cc2)c2cccs2)cc1 (stereo not drawn)
-1	C[C@@H]1CN([C@@H](C)CO)C(=O)c2cccc(NS(=O)(=O)c3cn(C)cn3)c2O[C@H]1CN(C)C(=O)NC1CCCCC1
3	COc1ccc(CNC(=O)C[C@@H]2C[C@@H]3c4cc(NS(C)(=O)=O)ccc4O[C@@H]3[C@@H](CO)O2)cc1
0	C[C@@H]1CN([C@@H](C)CO)C(=O)c2cc(NC(=O)c3ccncc3)ccc2O[C@@H]1CN(C)C(=O)Nc1ccc2c(c1)OCO2
3	C[C@@H]1CN([C@H](C)CO)C(=O)Cc2cc(NC(=O)Cc3ccccc3)ccc2O[C@H]1CN(C)C(=O)Nc1ccccc1
-4	O=C(CC1NC(=O)NC1=O)Nc1ccccc1 (stereo not drawn)
-3	Cc1ccccc1-c1cnc2c(c1)C(=O)N([C@H](C)CO)C[C@@H](C)[C@@H](CN(C)C(=O)CC1CC1)O2
-1	Cc1ccc(S(=O)(=O)N(C)C[C@H]2Oc3ccc(NC(=O)CCC(F)(F)F)cc3C(=O)N([C@@H](C)CO)C[C@@H]2C)cc1
6	CN(C)c1ccc(/C=N/NC(=O)c2ccccn2)cc1
-3	COCC#Cc1ccc2c(c1)O[C@@H](CN(C)C(C)=O)[C@H](C)CN([C@H](C)CO)S2(=O)=O
12	C[C@H](CO)N1C[C@H](C)[C@@H](CN(C)C)OCCCC[C@H](C)Oc2ccc(NS(=O)(=O)c3cn(C)cn3)cc2C1=O
2	O=C(C[C@@H]1C[C@H]2c3cc(NC(=O)Nc4ccccc4)ccc3O[C@H]2[C@H](CO)O1)NCc1cccnc1
-2	COc1ccc(S(=O)(=O)Nc2ccc3c(c2)C(=O)N([C@H](C)CO)C[C@H](C)[C@H](CN(C)S(=O)(=O)c2cccs2)O3)cc1
3	COc1ccc(S(=O)(=O)Nc2ccc3c(c2)CC(=O)N([C@H](C)CO)C[C@H](C)[C@@H](CN(C)Cc2ccc(Oc4ccccc4)cc2)O3)cc1
?	C[C@@H]1CCCCO[C@@H](CN(C)C(=O)CCC(F)(F)F)[C@H](C)CN([C@@H](C)CO)C(=O)c2cc(NC(=O)c3ccncc3)ccc2O1
4	CCCN(C)C[C@H]1Oc2ncc(-c3ccccc3F)cc2C(=O)N([C@@H](C)CO)C[C@@H]1C
7	C[C@@H]1CN([C@H](C)CO)C(=O)c2cc(NC(=O)NC3CCCCC3)ccc2O[C@H]1CN(C)C
0	Brc1ccc2noc(-c3ccccc3)c2c1
-6	C[C@@H]1CN([C@@H](C)CO)C(=O)CCCn2nncc2CO[C@H]1CN(C)C(=O)c1ccccc1
-1	COc1ccc(S(=O)(=O)Nc2ccc3c(c2)C(=O)N([C@@H](C)CO)C[C@@H](C)[C@@H](CN(C)Cc2ccc(C(F)(F)F)cc2)OCCCC[C@H](C)O3)cc1
16	C[C@@H]1CN([C@H](C)CO)C(=O)c2cc(NC(=O)Nc3cccc4ccccc34)ccc2O[C@@H]1CN(C)C(=O)Nc1ccc2c(c1)OCO2
